Source: PubChem BioAssay
KB-V1 cytotox: kills drug-selected multidrug resistant KB-V1 cells; actives 3.4% (n = 400,000); KB-V1 MDR cells viability, CellTiter-Glo, 72 h; Potency, µM (top dose mostly 46.1 µM), without a hit: at the highest dose activity change, negative = cytotoxicity, actives largely listed as cytotoxic; further: potency means the concentration at half of the fitted maximal effect; on the % scale 0 is the no-effect control and ±100 the full control effect; nearly all actives have a fitted effect of over 60% in size
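Cytotoxicity via CellTiter-Glo luminescence after 72 h compound exposure at 37 degrees C. Cells: drug-selected KB-V1 line, DMEM phenol-red free plus 10% FBS. Compounds tested at multiple concentrations; normalized data fitted to concentration-effect curves.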
KB-3-1 cytotox: kills parental KB-3-1 adenocarcinoma cells | KB-3-1 viability, CellTiter-Glo ATP luminescence, 72 h | actives 1.4% (n = 400,000) | Potency, µM (top dose mostly 46.1 µM), for inactives: top-dose activity change, negative = cytotoxic, hits mostly cytotoxic | AID 1347075; further: potency means the concentration at half of the fitted maximal effect; on the % scale 0 is the no-effect control and ±100 the full control effect; nearly all actives have a fitted effect of over 60% in size
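Using CellTiter-Glo luminescence, growth of non-resistant KB-3-1 adenocarcinoma cells is assessed 72 h after pin-tool compound addition at 37 °C. Normalized responses across the concentration series yield fitted curves.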
SW480 rerep: induces DNA re-replication in SW480 colon adenocarcinoma cells; SW480 DNA re-replication, Hoechst DNA content imaging, 48 h; Potency, µM (top dose mostly 46.1 µM), for the others: top-dose re-replication activation, hits mostly activators; actives 1.8% (n = 340,000); further: potency means the concentration at half of the fitted maximal effect; % of control where 0% means no effect; nearly all actives have a fitted effect of over 55% in size
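Per well, 250 cells were exposed to pinned compound for 48 hr. Nuclear DNA was visualised with Hoechst (40 min, 37 C) and total object intensity recorded by fluorescence scanning.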
HT1080 IDH1KD tx: toxicity to HT-1080 IDH1 knockdown cells (counter line). HT-1080 IDH1 knockdown viability, ATP luminescence, 48 h. Potency, µM (highest dose often 46.1 µM), without a hit: top-dose activity, negative = toxicity, actives largely listed as cytotoxic. actives 2% (n = 360,000);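 further: potency means the concentration at half of the fitted maximal effect; 0% = DMSO wells and -100% = cell-free medium wells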
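Viability of IDH1-knockdown HT-1080 fibrosarcoma cells was assessed by CellTiter-Glo after 48 h at 37 °C with titrated compound; concentration-effect curves were classified by fit quality and response size.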
MCF10A rerep: inducers of DNA re-replication in MCF 10A breast cells; actives 2.9% (n = 350,000); MCF 10A DNA re-replication, Hoechst nuclear intensity, 48 h; AID 624296; Potency, µM (highest dose often 46.1 µM), for inactives: at the highest dose activity, positive = re-replication, hits mostly activators; further: potency means the concentration at half of the fitted maximal effect; % of control where 0% means no effect; nearly all actives have a fitted effect of over 50% in size
HT1080-NT tox: kills 2HG-producing HT-1080-NT fibrosarcoma cells. HT-1080-NT fibrosarcoma viability, CellTiter-Glo ATP luminescence, 48 h. actives 1.6% (n = 360,000). Potency, µM (doses to about 46.1 µM), for inactives: at the top dose activity, negative = less viability, most hits filed as cytotoxic;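 further: NT is the 2HG producing partner of a matched IDH1 knockdown line; potency means the concentration at half of the fitted maximal effect; 0% = DMSO-treated cells and -100% = media-only wells without cells; nearly all actives have a fitted effect of over 55% in size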
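A 48-hour cytotoxicity screen used HT-1080-NT cells plated 2 hours before compound delivery. ATP-based CellTiter-Glo luminescence measured viability, normalized to DMSO and no-cell controls.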
GLP1R cytotox: cytotoxic in the GLP-1 receptor inverse agonist counter-screen | HEK293 cAMP-luciferase reporter cells, luminescence, 24 h | Potency, µM (series often up to 38.3 µM), for the others: at the highest dose activity change, negative = inhibition, usual class: inhibitors | actives 0.13% (n = 410,000) | AID 624418;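 further: loss of luciferase light is scored as toxicity; potency means the concentration at half of the fitted maximal effect; on the % scale 0 is the no-effect control and ±100 the full control effect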
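To flag toxic compounds, the library was rerun on cells for 24 hr at 37 deg C and 5% CO2. Viability-linked luminescence was captured 12 min after adding luciferase detection reagent.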
DRD3 agonist: D3 dopamine receptor (human) agonism; AID 652048; D3R DiscoveRx beta-arrestin cells, luminescence, 90 min; P35462; actives 0.58% (n = 410,000); max activation, %; in the data active means max activation above about 30%; further: 0% is about no effect; mostly tested at two doses, the higher about 12 µM
Target sequence (P35462 whole entry, looked up): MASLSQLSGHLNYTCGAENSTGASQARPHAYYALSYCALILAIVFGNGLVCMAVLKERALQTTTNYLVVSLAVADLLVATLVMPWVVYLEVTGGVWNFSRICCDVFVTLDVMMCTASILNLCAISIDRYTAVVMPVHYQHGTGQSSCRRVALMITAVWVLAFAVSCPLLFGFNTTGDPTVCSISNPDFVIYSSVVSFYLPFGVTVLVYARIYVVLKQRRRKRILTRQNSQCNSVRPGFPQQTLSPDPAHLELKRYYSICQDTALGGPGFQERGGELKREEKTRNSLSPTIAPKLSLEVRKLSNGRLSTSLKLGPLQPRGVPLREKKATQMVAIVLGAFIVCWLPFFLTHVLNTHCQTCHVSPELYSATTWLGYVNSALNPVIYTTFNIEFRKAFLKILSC
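Agonist mode: compounds and dopamine controls were applied to plated cells for 90 min at 37 degrees C after an overnight attachment at 1500 cells/well. Luminescent read-out followed 30 - 60 minutes at room temperature with DiscoveRx detection reagent.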
IL1B secr inh: inflammasome signaling inhibition, IL-1 beta readout; AID 743279; activity change, % at 57.5 µM; actives 4.7% (n = 360,000); THP-1 LPS/ATP IL-1B secretion, AlphaLISA, 16 h; active compounds read low; in the data active means activity change below about -50%; inconclusive means mostly about -30% to -49%; further: on the % scale 0 is the no-effect control and ±100 the full control effect
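THP-1 cells pretreated 1 hr with compounds (up to 57.5 uM final), then stimulated with LPS (250 ng/mL final) plus ATP (1.25 mM final); secreted IL-1B measured by AlphaLISA after 16 hr, decreased signal indicating inhibition.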
* hit, by the source's call; ? = inconclusive; . = no result given; [ ] = remark or other dose. Unless noted, the call rests on the fitted dose curve; in most records, active means well fitted curve in the direction sought with a large enough effect; inconclusive means small, poorly fitted or top-dose-only effect, or another doubt; inactive means no such curve, though single readings can be large; an effect the other way counts as inactive or inconclusive.

A first look:
SMILES	KB-V1 cytotox	KB-3-1 cytotox	SW480 rerep	HT1080 IDH1KD tx	MCF10A rerep	HT1080-NT tox	GLP1R cytotox	DRD3 agonist	IL1B secr inh
O=C(Cc1c[nH]c2ccccc12)NCC(=O)Nc1ccc(F)c(F)c1F	25%	20%	-6%	-5%	3%	0%	4%	3	31
CCOc1ccccc1NC(=O)N1CCC(n2c(C)nc3cccnc32)CC1	3%	3%	.	.	.	.	1%	9	.
Cc1ccc(/C=C/C(=O)OCC(=O)Nc2cccnc2Cl)o1	16%	1%	-1%	9%	-4%	9%	26%	-13	-6

The whole of this part, from the first entry:
SMILES	KB-V1 cytotox	KB-3-1 cytotox	SW480 rerep	HT1080 IDH1KD tx	MCF10A rerep	HT1080-NT tox	GLP1R cytotox	DRD3 agonist	IL1B secr inh
O=C(Cc1c[nH]c2ccccc12)NCC(=O)Nc1ccc(F)c(F)c1F	25%	20%	-6%	-5%	3%	0%	4%	3	31
CCOc1ccccc1NC(=O)N1CCC(n2c(C)nc3cccnc32)CC1	3%	3%	.	.	.	.	1%	9	.
Cc1ccc(/C=C/C(=O)OCC(=O)Nc2cccnc2Cl)o1	16%	1%	-1%	9%	-4%	9%	26%	-13	-6
O=C(CCC1COc2ccccc2O1)N1CCCC1 (configuration not stated)	-3%	9%	-3%	4%	0%	1%	20%	0	-2
O=C(Nc1ccccc1Cc1ccccc1)c1ccncc1	-3%	-3%	-3%	0%	-1%	14%	10%	-6	-4
O=C(CCS(=O)(=O)c1cc(Br)cc2c1N(C(=O)C1CC1)CC2)N1CCN(c2ccccn2)CC1	-7%	0%	14%	1%	-4%	12%	4%	-9	-21
CC(NC(=O)c1ccc(Br)o1)C1CCCO1 (configuration not stated)	10%	5%	-14%	4%	-6%	6%	-24%	5	-13
O=C(NC1CCCC1)C1CCN(C(=O)Nc2cccc(Cl)c2)CC1	2%	-5%	-7%	9%	1%	3%	-5%	1	11
NS(=O)(=O)c1cnccc1Oc1cccc(Cl)c1	16%	-3%	?	14%	-3%	?	3%	-3	-7
O=C(O)C1C2OC3C(OC(=O)C31)C2Br (configuration not stated)	?	-1%	-5%	7%	-4%	8%	-8%	10	-3
CN(CC(=O)Nc1ccccc1Cl)C(=O)C1CSC2(C)CCC(=O)N12 (configuration not stated)	7%	1%	-2%	6%	12%	0%	3%	-6	11
Cn1nnc2cc(C(=O)N3CCN(c4ccccc4)CC3)ccc21	0%	-2%	-5%	-2%	-5%	-3%	-11%	0	-8
C#Cc1ccc([C@H]2C=C(C(=O)Nc3ccccc3)O[C@@H](OCc3ccc(CO)cc3)C2)cc1	-13%	2%	28%	-15%	?	?	-1%	11	-57*
COc1ccc(C)cc1NC(=O)CSc1nc2ccccc2nc1N1CCOCC1	4%	?	.	.	.	.	-3%	2	.
COCCNC(=O)c1ccccc1N(Cc1ccccc1)S(=O)(=O)c1ccc(C)cc1	-23%	0%	-5%	-10%	1%	-16%	-7%	-9	7
CCc1ccccc1NC(=O)Nc1ccc2c(c1)OCO2	2%	2%	-3%	19%	1%	10%	-16%	1	10
COc1ccc2c(c1)CCc1c(C(=O)Nc3c(C)nn(Cc4ccc(C)cc4)c3C)noc1-2	-27%	?	.	.	.	.	-9%	8	.
Cc1ccc(-n2nc3ccc(NC(=O)/C=C/c4ccco4)cc3n2)cc1	?	16%	?	0%	12µM*	4%	-4%[1.53 µM]	1	14
O=C(Cn1cncn1)NCc1cc(F)ccc1F	?	-2%	13%	2%	-7%	-4%	-2%	-5	-1
Cn1c(=O)c2cc(NC(=O)NCc3ccccc3)ccc2n1C/C=C/c1ccccc1	-2%	?	.	8.2µM*	.	8.2µM*	-25%	-5	0
O=C(Nc1ccc(/C=C/c2nc3ccccc3o2)cc1)c1c(F)cccc1F	20%	-7%	?	?	19%	-21%	0%	5	-19
Cc1cccc2cc3c(NC(=O)CC(C)C)nn(C)c3nc12	0%	4%	?	-10%	?	8%	122%[activator]	5	50
COC(=O)C1OC1c1cc([N+](=O)[O-])ccc1OC (configuration not stated)	-11%	-10%	-1%	-13%	-1%	1%	64%[activator]	-11	-21
Cc1ccc(C2/C(=C(/O)c3ccc(Br)cc3)C(=O)C(=O)N2Cc2ccco2)o1 (configuration not stated)	5%	-2%	-1%	0%	-1%	-2%	-3%	-3	0
O=C(Cc1ccc([N+](=O)[O-])cc1)N1CCN(c2ccc([N+](=O)[O-])cc2)CC1	-18%	?	-7%	-13%	-5%	-4%	-22%	-1	-14
CCc1ccc(C(=O)OCC(=O)N(CC)c2c(N)n(Cc3ccccc3)c(=O)[nH]c2=O)cc1	29%	-6%	-1%	13%	4%	4%	-1%	4	4
O=C(c1ccccc1)c1cccc(NC(=O)C2CC2)c1	-12%	10%	-4%	5%	-6%	5%	-2%	-2	-7
Cc1ccc(C(=O)COC(=O)c2cc(C)no2)c(C)c1	32%	13%	-6%	2%	-2%	7%	5%	2	17
CC(=O)NC(=S)Nc1cccc2ccc(C)nc12	?	-12%	-4%	8%	-9%	16%	6%	3	27
CCN(CC)C(=O)Cn1cnc2sc(C(=O)N3CCN(c4ccc(OC)cc4)CC3)c(C)c2c1=O	?	0%	0%	5%	-2%	9%	-17%	-6	-15
O=C(NC(=S)Nc1ccc(CN2CCCCC2)cc1)c1cc2ccccc2o1	2%	-10%	?	12%	-1%	-1%	5%	-17	-5
COC(=O)c1ccc(NC(=O)CSc2nc(C)cc(C)c2C(=O)Nc2ccccc2)cc1	-8%	0%	.	.	.	.	1%	5	.
CC(=O)c1cccc(NC(=O)Cc2ccc3c(c2)CCCC3)c1	?	-6%	-10%	9%[9.24 µM]	14%	?	-19%	9	?
CCCc1nn(C)c2c1C(c1ccncc1)C(C#N)=C(N)O2 (configuration not stated)	-4%	-11%	-10%	10%[9.24 µM]	1%	3%	-23%	-20	-3
O=C(NCCC1=CCCCC1)C1CC(=O)N(Cc2ccccc2)C1 (configuration not stated)	.	.	-4%	9%	-3%	8%	4%	-14	7
O=C(CSc1ncn[nH]1)Nc1ncc(C(F)(F)F)cc1Cl	7%	-4%	1%	5%	-2%	3%	-4%	5	-15
CCN(CC#CCC1(O)c2ccccc2-c2ccccc21)CCO	5%	-5%	-10%	-1%	-1%	0%	10%	3	13
O=C(/C=C/c1ccco1)Nc1scc(-c2ccccc2)c1C(=O)O	-14%	?	-2%	?	-1%	?	-10%	-1	6
CC(=C\c1ccco1)/C=C1/SC(=S)N(CC(=O)O)C1=O	12%	-11%	-11%	13%	11%	8%	-6%	11	-5
CC1=C(C(=O)N(C(C)C)C(C)C)CC(CC(=O)NCCc2ccccn2)C(=O)N1Cc1ccc(F)cc1 (configuration not stated)	0%	-8%	.	12%	.	14%	1%	-2	-26
COCCn1c(=NC(=O)CN2C(=O)CCC2=O)sc2cc(S(N)(=O)=O)ccc21	?	-2%	-6%	15%	6%	17%	7%	-5	34
COC(=O)c1cc(C)sc1NC(=O)c1ccco1	6%	-25%	9%	1%	0%	18%	-2%	-5	-13
CCn1c(SCC(=O)Nc2nccs2)nnc1-c1ccc(S(=O)(=O)N2CCCCC2)cc1	5%	-7%	1%	-12%	-1%	-10%	-7%	6	-21
Cc1ccc(S(=O)C(c2ccccc2)c2ccccc2)cc1 (configuration not stated)	-8%	0%	-2%	15%	9%	11%	-1%	3	-4
CCN(CC)CCNC(=O)C1CCN(C(=O)c2cnn(-c3ccccc3)c2-n2cccc2)CC1	4%	1%	.	.	.	.	0%	-2	.
CCn1c(=O)c(C(=O)Nc2ccccc2S(N)(=O)=O)c(O)c2ccccc21	-29%	0%	-7%	?	?	?	-2%	-3	-1
O=C(CSc1nc(-c2ccccc2Cl)ns1)c1ccc(Cl)cc1	-14%	-4%	-9%	-1%	?	-7%	75%[activator]	-3	-7
C[C@@H]1COC(=O)CCC/C=C\C[C@@H](CC(=O)N(CCO)Cc2ccccc2)C(=O)N1	0%	0%	-36%[inhibitor]	10%	11%	6%	2%	1	33
CCOc1cccc(OCCCNCCCOC)c1	1%	19%	-6%[9.22 µM]	11%	-1%	8%	-2%	-5	14
c1ccc(-c2ccccc2OCCCCn2ccnc2)cc1	8%	-2%	-3%[9.22 µM]	0%	1%	-4%	15%	-4	-58*

Other entries
SMILES	KB-V1 cytotox	KB-3-1 cytotox	SW480 rerep	HT1080 IDH1KD tx	MCF10A rerep	HT1080-NT tox	GLP1R cytotox	DRD3 agonist	IL1B secr inh
CCOc1ccc2[nH]c3c(NCCCOC)ncnc3c2c1	-4%	-6%	-20%	-2%	8%	0%	-1%	-6	-54*
CNc1cncc(-c2ccc(O)cc2C)n1	?	-12%	.	-5%	.	8%	3%	2	0
O=C(CNC1CCCCC1)Nc1ccc(S(=O)(=O)N2CCCCC2)cc1	?	-14%	6%	?	16%	?	-2%	1	-63*
COc1ccc(Cl)cc1NC(=O)CNCc1cccs1	0%	-2%	12%	6%	-1%	7%	0%	-17	11
CCn1c(SCC(=O)N2CCCc3ccccc32)nnc1-c1c[nH]c2ccccc12	0%	0%	25%	-4%	4%	-6%	-21%	-5	-9
CCCc1nnc(SCC(=O)Nc2ccc(NC(C)=O)cc2)n1-n1cccc1	1%	1%	-7%	-6%	-1%	-2%	-3%	-15	20
COc1ccc(CC(=O)NC(C)c2nnc(SCC(=O)Nc3nc(C)cs3)n2C)cc1 (configuration not stated)	-1%	2%	0%	9%	0%	-14%	11%	17	26
CC(Nc1nc(-c2ccc(F)cc2)cs1)c1nc2cc(C(F)(F)F)ccc2n1CCOCCO (configuration not stated)	32%	?	-20%	3%	3%	10%	8%	18	1
CCNC(=S)NN=C1c2ccccc2-c2ccccc21	?	3%	10%	-3%	4%	-15%	?	-9	?
Cc1ccc(NC(=O)c2c(C)oc3ccc(O)c(CN4CCCCC4)c23)c(C)c1	?	-21%	.	.	.	.	-4%	2	.
